PP1 counter: blocks human PP1-alpha phosphatase, a PP5 counter-screen. P62136. purified PP1alpha, OMFP fluorescence. inhibition, % at 6.7 µM. hit rate 0.9% among 320,000;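 active = inhibition above the mean inhibition of all tested compounds plus 3 SD, computed separately for each screening campaign, cut at about 15% in these data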
Efflux pump mplx: inhibitors of Candida antifungal efflux pumps expressed in yeast | S. cerevisiae Candida pump triplex, Nile Red efflux | inhibition, % at 10 µM | hit rate 0.44% among 330,000;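 active = plate passing quality check with inhibition over a set limit, or well fluorescence over plate mean plus 4 SD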;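 note: Nile Red retained in pooled yeast measured as flow cytometry median fluorescence; 0% = buffer negative control and 100% = Enniatin B positive control; higher means more Nile Red kept so more efflux inhibition; some compounds called inactive have numbers as strong as hits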
TPT1 inhibitor: C. albicans TPT1 enzyme inhibition; recombinant caTPT1, FP RNA substrate dephosphorylation; inhibition, % at 5 µM; hit rate 0.81% among 300,000;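 active = inhibition above the mean of all tested compounds plus 3 SD, set per screening campaign, cut at about 24% in these data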;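 note: plate controls were DMSO alone for no effect and ferristatin control at 100 nM for full effect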
PP5 inh: blocks human protein phosphatase 5 activity. inhibition, % at 6.7 µM. purified PP5c, OMFP substrate fluorescence. P53041. hit rate 0.18% among 320,000;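 active = inhibition above the campaign's mean inhibition across all tested compounds plus 3 SD, cut at about 9.5% in these data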;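 note: 0% = DMSO only and 100% = 100 µM cantharidin control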
LYPLA2 inh: blocks human lysophospholipase 2, a PME1 counter-screen. O95372. recombinant LYPLA2, FP-Rh probe fluorescence polarization. inhibition, % at 5.9 µM. hit rate 0.38% among 320,000. AID 2177;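 active = inhibition above the screen-wide mean plus 3 SD, limit set per campaign, cut at about 26% in these data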;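 note: 0% = LYPLA2 with DMSO and 100% = wells lacking LYPLA2 enzyme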
Target sequence (O95372 whole entry, looked up): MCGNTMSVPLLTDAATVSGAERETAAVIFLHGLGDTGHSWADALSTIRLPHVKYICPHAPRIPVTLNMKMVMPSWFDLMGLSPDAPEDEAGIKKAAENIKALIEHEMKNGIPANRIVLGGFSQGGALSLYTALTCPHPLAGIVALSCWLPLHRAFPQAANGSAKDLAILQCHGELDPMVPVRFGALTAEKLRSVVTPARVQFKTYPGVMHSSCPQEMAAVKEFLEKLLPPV
PREPL inhibitor: inhibitors of human prolyl oligopeptidase-like enzyme PREPL. Q4J6C6. recombinant PREPL, fluorescence polarization activity-based probe. inhibition, % at 5.96 µM. hit rate 0.68% among 320,000. AID 2751; in the data active = inhibition above about 43%;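 note: 0% = enzyme with DMSO and 100% = wells lacking enzyme; many of its hits are not listed in these tables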
Target sequence (Q4J6C6 whole entry, looked up): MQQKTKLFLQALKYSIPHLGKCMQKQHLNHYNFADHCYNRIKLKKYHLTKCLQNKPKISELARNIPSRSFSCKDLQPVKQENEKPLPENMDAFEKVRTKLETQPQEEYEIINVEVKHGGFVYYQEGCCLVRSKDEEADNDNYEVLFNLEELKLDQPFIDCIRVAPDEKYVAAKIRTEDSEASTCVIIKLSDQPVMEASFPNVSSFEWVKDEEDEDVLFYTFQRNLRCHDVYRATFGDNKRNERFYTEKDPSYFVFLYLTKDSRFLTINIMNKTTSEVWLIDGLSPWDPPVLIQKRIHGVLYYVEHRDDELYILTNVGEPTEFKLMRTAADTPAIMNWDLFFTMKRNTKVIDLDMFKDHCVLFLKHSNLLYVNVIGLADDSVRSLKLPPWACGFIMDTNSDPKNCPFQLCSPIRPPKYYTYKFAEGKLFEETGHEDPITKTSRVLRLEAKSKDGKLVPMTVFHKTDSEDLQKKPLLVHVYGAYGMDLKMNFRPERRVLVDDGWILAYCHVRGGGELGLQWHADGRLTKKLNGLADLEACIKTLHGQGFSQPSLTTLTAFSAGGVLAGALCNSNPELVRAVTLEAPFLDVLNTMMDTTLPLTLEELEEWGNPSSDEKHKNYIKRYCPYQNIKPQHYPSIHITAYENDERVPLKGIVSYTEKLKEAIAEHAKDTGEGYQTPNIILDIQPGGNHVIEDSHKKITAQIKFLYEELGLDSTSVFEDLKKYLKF
HCV core dimer: blocks dimerization of HCV core protein; TR-FRET GST/Flag-core106 dimerization, 1536-well; AID 1899; inhibition, % at 5 µM; hit rate 0.33% among 300,000;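 active = inhibition above the mean of all tested compounds plus 3 SD, set per screening campaign, cut at about 45% in these data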
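Assay system: Tagged HCV core106 pair (GST and Flag) | Buffer or medium: KF-containing HEPES buffer, pH 7.45, DTT, CHAPS, BSA | Also added: Eu donor and XL665 acceptor anti-tag antibodies | Dosing: One concentration, 5 µM, in 0.5% DMSO | Timing: 4 h at 22.5 °C | Technique: TR-FRET 671 and 617 nm emission | Repeats: Singlicate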
GASC-1 inh: human JMJD2C demethylase inhibition; GST-JMJD2C(1-420) H3K9me3 demethylation, DELFIA europium; inhibition, % at 2.35 µM; hit rate 0.069% among 330,000;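 active = more than half of a compound's replicate wells show inhibition beyond 50%, single wells judged on their own value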;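 note: signal counts dimethyl H3K9 product captured on neutravidin plate; 0% = median of DMSO wells and 100% = 0.3 times that DMSO median; strong numbers were not always called active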
Fh CTSL1 inh: blocks F. hepatica cathepsin L1 in PFM18AAP counter-screen; recombinant F. hepatica cathepsin L1, Z-Leu-Arg-MCA fluorescence; inhibition, % at 5.96 µM; hit rate 0.49% among 300,000; AID 1906;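 active = inhibition above the mean of all tested compounds plus 3 SD, set per screening campaign, cut at about 17% in these data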;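 note: 0% = plate median of test compound wells and 100% = 1 µM Z-Phe-Ala-diazomethylketone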
Active calls of the source: *; / = not tested or not shown; & = joins results of further samples.

SMILES | PP1 counter | Efflux pump mplx | TPT1 inhibitor | PP5 inh | LYPLA2 inh | PREPL inhibitor | HCV core dimer | GASC-1 inh | Fh CTSL1 inh
Cc1c(C(=O)NCCC2=CCCCC2)oc2ccc(S(=O)(=O)N3CCOCC3)cc12 | 2 | 0.1 | -3 | 0.5 | 9 | -4 | 9 | 3 | 3
Cc1cc(CNC(=O)COc2c(F)c(F)cc(F)c2F)c2ccccc2n1 | 0 | 0.0 | 3 | 2.1 | 1 | -8 | -2 | 2 | 6
COc1ccc(CCN=C(N)NS(=O)(=O)c2cc(F)ccc2F)cc1 | -2 | -0.1 | -4 | 1.8 | 13 | 15 | -9 | 2 | -2
COCCNC(=O)c1cccc(OC2CCN(Cc3ccc(F)cc3OC)CC2)c1 | 0 | 0.0 | -1 | 0.7 | 1 | -4 | 4 | -6 | 0
O=S(=O)(c1cccc(-c2csc(N/N=C/c3ccco3)n2)c1)N1CCOCC1 | -1 | 0.0 | 3 | -0.1 | 3 | 10 | 1 | 3 | 3
CCc1ccccc1NC(=O)CN(C)Cc1nc(N)nc(Nc2ccccc2C)n1 | -2 | 0.1 | -5 | -0.5 | 2 | 11 | -1 | -3 | 0
COc1ccc(S(=O)(=O)N(CC(=O)NCc2ccco2)c2ccc(C)cc2)cc1OC | -3 | 0.0 | -1 | 0.7 | -1 | 1 | 0 | -3 | -2
O=C(Nc1nc(-c2ccc(Cl)cc2Cl)cs1)c1ccc(OCC2CCCO2)cc1 (stereo not given) | -4 | -0.3 | 2 | -7.0 | -6 | 13 | 10 | 11 | 8
O=C(CN1C(=O)NC2(CCCC2)C1=O)OCc1ccc(Br)cc1 | -7 | 0.1 | 3 | 1.4 | 10 | 17 | 0 | 0 | 6
Cc1ccc(-c2nc(S(=O)(=O)c3ccc(F)cc3)c(SCC(=O)NCC3CCCO3)o2)cc1 (stereo not given) | -5 | 0.4 | -3 | 2.8 | 2 | -9 | 5 | 61 | 1
CC(=O)c1ccc(-c2nnc(CCC(=O)N(C)Cc3cnc4ccccn34)o2)s1 | -1 | 0.1 | 3 | -1.7 | -4 | -7 | -3 | 3 | -1
CCOc1ccc(C2Oc3nc(SC)nnc3-c3ccccc3N2C(C)=O)cc1OC (stereo not given) | -3 | 0.4 | -2 | 0.6 | -3 | 1 | -1 | 7 | 1
Cc1c(OCc2nn[nH]n2)ccc2c3c(c(=O)oc12)CCC(C)C3 (stereo not given) | -3 | 0.0 | -2 | -0.3 | -1 | -14 | 3 | -3 | 0
NC(=O)C1(N2CCCCC2)CCN(C(=O)c2ccc(-n3cnnn3)cc2)CC1 | 3 | -0.1 | -2 | 0.4 | 6 | -11 | -8 | -3 | 3
CN(C)c1ccc(CN(C(=O)c2cccs2)C2CCS(=O)(=O)C2)cc1 (stereo not given) | 4 | 0.0 | -2 | 1.7 | -8 | 8 | -4 | 26 | -6
CC1(C)NS(=O)(=O)Oc2ccccc21 | 0 | 0.0 | -2 | 0.6 | -2 | -3 | 5 | -1 | 1
C=CCn1c(SCC(=O)c2ccc(CNC(C)=O)o2)nc2ccccc2c1=O | 4 | 0.0 | 5 | 1.7 | -6 | 25 | 49* | -7 | 1
COc1cc(OC)nc(NC(=O)NS(=O)(=O)c2ccccc2Cl)n1 | -3 | -0.1 | 1 | 1.6 | -3 | 0 | -1 | 9 | 1
O=C(Cn1cnc2ccccc2c1=O)c1ccc2ccccc2c1 | -1 | 0.0 | -7 | 4.1 | 27* | -14 | 1 | -16 | 0
N#CC(C(=O)NCCc1ccccc1)c1nc2ccccc2nc1N1CCCCC1 (stereo not given) | 1 | 0.0 | 0 | -0.5 | 4 | 7 | 0 | 12 | 0

Quoted from above, four compounds:
SMILES | PP1 counter | Efflux pump mplx | TPT1 inhibitor | PP5 inh | LYPLA2 inh | PREPL inhibitor | HCV core dimer | GASC-1 inh | Fh CTSL1 inh
C=CCn1c(SCC(=O)c2ccc(CNC(C)=O)o2)nc2ccccc2c1=O | 4 | 0.0 | 5 | 1.7 | -6 | 25 | 49* | -7 | 1
COc1cc(OC)nc(NC(=O)NS(=O)(=O)c2ccccc2Cl)n1 | -3 | -0.1 | 1 | 1.6 | -3 | 0 | -1 | 9 | 1
O=C(Cn1cnc2ccccc2c1=O)c1ccc2ccccc2c1 | -1 | 0.0 | -7 | 4.1 | 27* | -14 | 1 | -16 | 0
N#CC(C(=O)NCCc1ccccc1)c1nc2ccccc2nc1N1CCCCC1 (stereo not given) | 1 | 0.0 | 0 | -0.5 | 4 | 7 | 0 | 12 | 0

(cont.)
SMILES | PP1 counter | Efflux pump mplx | TPT1 inhibitor | PP5 inh | LYPLA2 inh | PREPL inhibitor | HCV core dimer | GASC-1 inh | Fh CTSL1 inh
CN1C(=O)c2oc3ccccc3c(=O)c2C1c1ccccn1 (stereo not given) | -6 | 0.2 | 4 | -1.6 | -5 | 9 | -3 | -3 | 3
Cc1nc(S/C(C(=O)O)=C2/C(=O)Nc3ccccc32)n[nH]1 | 5 | -0.2 | 0 | -1.1 | 3 | -1 | -1 | 9 | -1
COC(=O)C1=C(C)N(c2ccc(OC)c(OC)c2)C(=O)C1 | -2 | -0.1 | 0 | 3.7 | -6 | 13 | -4 | 3 | 20*
CCn1ccc(C(=O)NC2CCCC2)n1 | -2 | 0.0 | -2 | 2.5 | -3 | 0 | -6 | -3 | -1
COc1cccc(/C=N/NC(=O)CN(CCc2ccccc2)S(=O)(=O)c2ccc(NC(C)=O)cc2)c1 | 2 | -0.2 | -2 | 5.5 | -14 | -27 | 6 | 0 | -3
Cc1cc(NC(=O)CSc2nnc(-c3ccccc3)o2)no1 | -5 | 0.1 | -2 | 1.2 | -2 | -1 | 1 | -6 | 1
CC(=O)NS(=O)(=O)c1ccc(N=c2ssc3c2-c2cc(C)c(C)cc2NC3(C)C)cc1 | 0 | 0.0 | -4 | 0.9 | 0 | -1 | -5 | 30 | 0
O=C1S/C(=C/c2ccccc2F)C(=O)N1CCN=C1NS(=O)(=O)c2ccccc21 | -1 | -0.1 | 2 | 0.1 | -6 | 4 | -1 | -4 | 0
CCCCC(=O)N=c1sc2c(OC)ccc(OC)c2n1C | -6 | -0.1 | 1 | 1.9 | -5 | -1 | -1 | 1 | -1
COc1ccc(OC)c(C(c2nnnn2Cc2ccccc2)N2CCN(C)CC2)c1 (stereo not given) | 2 | 0.4 | 0 | -5.1 | -5 | 13 | -2 | -10&-1 | -4
CCOc1ccc(S(=O)(=O)NCCC(=O)NCCOc2ccccc2)cc1 | 2 | 0.0 | 4 | -0.6 | 3 | -39 | -3 | -4 | -2
COC(=O)c1ccc(CSc2nc3ccc(S(N)(=O)=O)cc3[nH]2)cc1 | 4 | 0.2 | -2 | 0.0 | 1 | 5 | -1 | 4 | -2
O=S(=O)(c1ccc(-c2ccon2)s1)N1CCOCC1 | -4 | -0.1 | -6 | 0.0 | -3 | -1 | -3 | -1 | -3
COC(=O)C1CCN(C(=O)COC(=O)Cc2c[nH]c3ccccc23)CC1 | 0 | -0.1 | -2 | 2.0 | 7 | 11 | -4 | -6 | -4
CC1CCCCC1NC(=O)CCCCCn1c(=S)[nH]c2ccsc2c1=O (stereo not given) | -1 | 0.1 | -1 | -1.1 | 5 | 6 | 0 | 2 | 0
O=C(Nc1ccc(C(F)(F)F)cc1)C1=NN(C2CCS(=O)(=O)C2)C(=O)CC1 (stereo not given) | -2 | 0.1 | / | 3.4 | 1 | -25 | / | -9 | /
COc1cccc(NC(=O)c2ccc(-n3cnnn3)cc2)c1 | 1 | -0.2 | 0 | 0.2 | -4 | -2 | 0 | -1 | 3
Cc1ccc(C(C(=O)NC(C)(C)C)N(C(=O)c2csnn2)c2ccccc2F)o1 (stereo not given) | -1 | 0.0 | -1 | 0.4 | -1 | -7 | 0 | 2 | -1
Cc1cc(C)n2ncc(C(=O)Nc3cccc(O)c3)c2n1 | -2 | 0.0 | 3 | -5.5 | -7 | 4 | -3 | 27 | 6
N/C(=N\S(=O)(=O)c1cc(C(F)(F)F)cc(C(F)(F)F)c1)c1ccncc1 | -13 | 0.2 | 0 | -8.7 | -3 | 15 | -10 | -3 | 5

The closing two entries of the part before lead into the next.
SMILES | PP1 counter | Efflux pump mplx | TPT1 inhibitor | PP5 inh | LYPLA2 inh | PREPL inhibitor | HCV core dimer | GASC-1 inh | Fh CTSL1 inh
Cc1cc(C)n2ncc(C(=O)Nc3cccc(O)c3)c2n1 | -2 | 0.0 | 3 | -5.5 | -7 | 4 | -3 | 27 | 6
N/C(=N\S(=O)(=O)c1cc(C(F)(F)F)cc(C(F)(F)F)c1)c1ccncc1 | -13 | 0.2 | 0 | -8.7 | -3 | 15 | -10 | -3 | 5
OCCNc1nc(Nc2ccccc2)nc(Nc2ccccc2)n1 | 0 | 0.0 | -2 | 3.5 | 0 | 13 | 1 | -5 | -3
COc1ccc(Nc2nc(N)nc(CSc3nc(C)cc(C)n3)n2)cc1 | -6 | 0.0 | 0 | 0.9 | 4 | 1 | 2 | 6 | 2
CCCCOC(=O)C1C2C=C[C@]3(CN(C(C)c4ccc(OC)cc4)C(=O)[C@H]13)O2 (stereo not given in full) | -1 | -0.1 | 3 | 1.7 | 2 | -5 | -4 | -8 | 5
Cc1nc2ccccc2c(=O)n1/N=C/c1ccc2ccccc2c1O | -1 | 0.0 | 54* | 2.7 | 5 | 8 | 3 | 4 | 6
CSCCC(NC(=O)c1ccco1)C(=O)NCCc1ccc(F)cc1 (stereo not given) | 6 | 0.2 | / | 2.8 | -1 | 10 | / | 9 | /
CN1CC[C@]23c4ccccc4N[C@H]1[C@]21CCN(C)[C@H]3Nc2ccccc21 | -3 | -0.1 | -3 | -2.5 | 0 | 7 | 6 | / | 3
Nc1nc(SCC(=O)Nc2ccc([N+](=O)[O-])cc2Br)n[nH]1 | 0 | -0.2 | 1 | 3.7 | 0 | 9 | -2 | 1 | -1
Cc1ccc(NC(=O)c2ccc(OCc3c(C)noc3C)cc2)nc1 | -2 | 0.1 | / | -2.3 | 5 | 10 | / | -2 | /
CCOc1ccc(NC(=S)NCc2ccc3[nH]c(C)cc3c2)cc1 | 6 | -0.2 | -2 | 2.0 | 3 | 16 | 5 | -2 | 1
Cc1ccc(NC(=O)CNC(=O)c2cccs2)c(O)c1 | -6 | -0.1 | 4 | 1.5 | 7 | 2 | -3 | -1 | 1
COc1ccc(C2CC(c3c(-c4ccccc4)c4cc(Cl)ccc4[nH]c3=O)=NN2S(C)(=O)=O)cc1OC (stereo not given) | 8 | 0.2 | -4 | 3.0 | -29 | -12 | 12 | -7 | 4
O=c1cc(-c2ccccc2)[nH]n1-c1nc2ccccc2[nH]1 | 17* | -0.4 | -3 | 0.3 | -6 | -1 | -8 | -28 | -2
CCOc1cccc(/C=N/N2CCN(c3ccc(Cl)cc3)CC2)c1O | -1 | 0.1 | -2 | 0.0 | 4 | 38 | -5 | 5 | -3
O=C(c1ccc2c(=O)n(CCc3ccccc3)c(=O)[nH]c2c1)N1CCN(c2ccc(F)cc2)CC1 | 3 | 0.1 | -1 | 2.5 | 3 | 30 | 13 | -1 | 5
CC(=O)c1cccc(S(=O)(=O)N(C)C2CCN(C)CC2)c1 | 0 | -0.2 | -3 | 2.6 | 5 | 9 | -2 | 15 | 3

High-throughput results: PubChem BioAssay, several laboratories

This is a subset; the hit share may differ from the screen's.
